RXFP1 antagonist – antagonists of human relaxin receptor RXFP1. Q9HBX9. HEK293-RXFP1, relaxin-stimulated cAMP HTRF, 30 min; stronger effect = lower value. activity change, negative = inhibition, % at 57.5 µM. hit rate 0.59% among 350,000;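 active = activity change of -60% or lower, but not beyond a set lower limit; inconclusive = change between -60% and -40%, or beyond the set limit; inactive = change above -40%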
Target sequence (Q9HBX9 whole entry, looked up): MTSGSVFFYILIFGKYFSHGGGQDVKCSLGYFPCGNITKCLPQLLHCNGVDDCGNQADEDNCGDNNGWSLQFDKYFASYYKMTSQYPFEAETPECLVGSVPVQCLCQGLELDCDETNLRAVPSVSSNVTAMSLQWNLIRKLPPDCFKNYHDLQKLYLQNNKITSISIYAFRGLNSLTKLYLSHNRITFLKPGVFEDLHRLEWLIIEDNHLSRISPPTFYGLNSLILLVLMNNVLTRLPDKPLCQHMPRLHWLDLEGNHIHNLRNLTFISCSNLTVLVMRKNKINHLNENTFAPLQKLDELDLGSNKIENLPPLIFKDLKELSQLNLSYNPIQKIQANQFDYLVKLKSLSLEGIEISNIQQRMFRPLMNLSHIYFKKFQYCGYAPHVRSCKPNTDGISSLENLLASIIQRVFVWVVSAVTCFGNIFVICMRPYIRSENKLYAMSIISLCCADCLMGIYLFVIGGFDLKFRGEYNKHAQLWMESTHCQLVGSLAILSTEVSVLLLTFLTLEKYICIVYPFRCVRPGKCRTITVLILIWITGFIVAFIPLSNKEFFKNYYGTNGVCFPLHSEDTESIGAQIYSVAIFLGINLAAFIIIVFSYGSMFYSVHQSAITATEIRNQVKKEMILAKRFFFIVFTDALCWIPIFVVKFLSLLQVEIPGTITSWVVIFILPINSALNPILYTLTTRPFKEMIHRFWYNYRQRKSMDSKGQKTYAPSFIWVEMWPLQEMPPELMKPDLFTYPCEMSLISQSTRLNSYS
An asterisk follows results filed as active; ? = inconclusive. % is set by controls: 0 for no effect and ±100 for the full control effect.

cpd | RXFP1 antagonist | SMILES
1 | 5 | C[C@H](NC(=O)c1ccccc1)C(=O)OCC(=O)Nc1ccc(Cl)cn1
2 | -5 | COc1ccc(CN2CCN(C(=O)c3ccccc3C(=O)c3ccccc3)CC2)cc1F
3 | 7 | COc1ccc(Cl)cc1NC(=O)COC(=O)Cc1cc(OC)c(OC)c(OC)c1
4 | 4 | COc1ccc([C@H]2C[C@H](n3cc(COC(=O)c4ccccc4)nn3)[C@@H](O)CN2CC2CCCCC2)cc1
5 | -3 | Cc1ccc(S(=O)(=O)NCC(=O)OCC(=O)NC2CCCCC2)cc1
6 | -2 | COc1ccccc1C(CNC(=O)CNC(=O)c1cccc(Cl)c1)N1CCCC1 (stereo not drawn)
7 | 2 | O=C(NCC(c1ccc(F)cc1)N1CCOCC1)c1ccc([N+](=O)[O-])o1 (stereo not drawn)
8 | -9 | N#C/C(=C(/O)CN1CCN(c2ccccc2F)CC1)c1nc(-c2ccc(Cl)cc2)cs1
9 | -20 | CCOC(=O)Cn1cccc1-c1nc(-c2ccc(OC)cc2)c(-c2ccc(OC)cc2)s1
10 | -5 | CC12CCC3c4ccc(O)c([N+](=O)[O-])c4CCC3C1CCC2=O (stereo not drawn)
11 | -6 | CCCC1OC(c2ccco2)OCC1CC (stereo not drawn)
12 | 0 | COCC(=O)N(C)C[C@@H]1Oc2ncc(Br)cc2C(=O)N([C@@H](C)CO)C[C@H]1C
13 | ? | CC(C)(C)CC(C)(C)NCC(O)COc1ccc2c(c1)CCC2 (stereo not drawn)
14 | -7 | C=CCn1c(SCC(=O)N(C)C2CCCCC2)nnc1C1CC1
15 | -2 | C[C@H](CO)N1C[C@H](C)[C@@H](CN(C)S(=O)(=O)c2ccc(C#N)cc2)OCc2cn(nn2)CCCC1=O
16 | 5 | Cc1ccc(C)c(NC(=O)CN(C)C(C)C(=O)N2CCCC2)c1 (stereo not drawn)
17 | 2 | O=c1c2c3nc4ccccc4nc3n(CCN3CCOCC3)c2ncn1CCN1CCOCC1
18 | 1 | O=C(NC1CCS(=O)(=O)C1)c1ccc(Br)s1 (stereo not drawn)
19 | -8 | COc1ccc(CNC(=O)COC(=O)Cc2ccc(Br)cc2)cc1
20 | -11 | CCOC(=O)Oc1ccc(CCNC(=O)[C@H](CCSC)NC(C)=O)cc1OC(=O)OCC
21 | 3 | Cc1occc1C(=O)Nc1cccc(S(=O)(=O)N2CCOCC2)c1
22 | 4 | CCOc1ncccc1C(=O)Nc1cccc(-n2cnnn2)c1C
23 | -2 | COc1cc(CC(=O)OCC(=O)NC(C)c2ccccc2)cc(OC)c1OC (stereo not drawn)
24 | -8 | CC(=O)C1(O)CCC2C3CC(C)C4=CC(=O)C=CC4(C)C3(F)C(O)CC21C (stereo not drawn)
25 | -37 | CC(C)[C@H](NC(=O)c1ccc(C(C)(C)C)cc1)C(=O)N1CCN(Cc2ccc3c(c2)OCO3)CC1
26 | 2 | COc1cc(S(=O)(=O)N2CCn3cccc3C2C)ccc1NC(C)=O (stereo not drawn)
27 | -3 | N#Cc1cccc(OC(=O)C2CCN(C(=O)c3ccc(F)cc3)CC2)c1
28 | 7 | CC(OC(=O)C1=COCCO1)C(=O)NC1(C#N)CCCCC1 (stereo not drawn)
29 | -10 | O=[N+]([O-])c1ccccc1N=Nc1c(O)[nH]c2ccc(F)cc12
30 | -14 | COc1ccc(NC(=O)N(C)[C@H]2C[C@H]3c4[nH]c5ccc(-c6ccc(OC)cc6)cc5c4CCN3C[C@H]2[C@H](C)O)cc1
31 | -9 | Cc1ccccc1N1CCN(CCN2C(=O)CC(=C3c4ccccc4-c4ccccc43)C2=O)CC1
32 | -4 | CC1CCCCC1NC(=O)COc1ccc(C#N)cc1 (stereo not drawn)
33 | 0 | CCc1nnc(NC(=O)C(NS(=O)(=O)c2ccccc2)C(C)C)s1 (stereo not drawn)
34 | 2 | Cc1[nH]c2ccccc2c1C(=O)C(=O)NCc1nnnn1-c1ccc(F)c(F)c1
35 | -12 | Cc1ccsc1C(=O)OC(C)C(=O)Nc1ccc(Cl)cn1 (stereo not drawn)
36 | -2 | CCCCn1c(N)c(N(C(=O)CSc2nncn2-c2ccccc2)C2CCCC2)c(=O)[nH]c1=O
37 | -6 | COc1ccc(CSc2n[nH]c(=O)[nH]c2=O)cc1
38 | -2 | O=C(c1cc(Cl)nc2ccccc12)N(Cc1nnc(-c2ccccc2Cl)o1)C1CC1
39 | -4 | COc1ccc([C@H]2C[C@@H](O)[C@H](n3cc(-c4ccc(F)cc4)nn3)CN2C(=O)C2CCCCC2)cc1
40 | 6 | Cc1ccc(C(=O)N2CCc3ccccc32)cc1C
41 | 2 | COc1ccc(C)cc1N1CC(C(=O)Nc2cccc(C(=O)NC3CC3)c2)CC1=O (stereo not drawn)
42 | -39 | CCOC(=O)c1c(C)[nH]c(C(=O)COC(=O)[C@H](C)N2C(=O)C3CCCCC3C2=O)c1C (stereo partly drawn)
43 | -4 | C[C@@H]1CN([C@H](C)CO)C(=O)c2cc(Br)cnc2O[C@@H]1CN(C)C(=O)c1cccc(F)c1
44 | -9 | CCC(=NN=C(CC)c1ccccc1O)c1ccccc1O
45 | 6 | COc1cc2c(cc1O)C(CSC)Cc1cc3c(cc1N(C)CC2)OCO3 (stereo not drawn)
46 | -5 | C[C@H](O)[C@@H]1CN2CCc3c([nH]c4ccccc34)[C@@H]2C[C@@H]1N(C)C(=O)Nc1ccc(F)cc1
47 | -7 | C=CCOc1ccc(/C=N/n2nnnc2N)cc1OC
48 | -1 | CC(=O)Nc1ccc2nc(NC(=O)CS(=O)(=O)c3ccc(F)cc3)sc2c1
49 | 10 | CCOc1ccc(NS(=O)(=O)c2ccc(N)cc2)nn1
50 | -7 | CNc1c2cccc(C)c2nc2c(C(=O)NCCN(C)C)cccc12

Other compounds
cpd | RXFP1 antagonist | SMILES
51 | 0 | CC(=O)N1CCN(c2cc(-c3ccccc3)nc3cc(-c4cccc(Cl)c4)nn23)CC1
52 | -1 | CCc1ccccc1NC(=O)CSc1nc2cc(C(=O)NCC3CCCO3)ccc2c(=O)n1CC1CCCO1 (stereo not drawn)
53 | 6 | CC(c1nc2ccccc2c(=O)[nH]1)N1CCN(S(=O)(=O)c2ccc(F)c(Cl)c2)CC1 (stereo not drawn)
54 | 2 | CNC(=S)Nc1cccc(S(=O)(=O)NCc2ccco2)c1
55 | -20 | O=C(CCNC(=O)c1ccccc1)Nc1ccc(Cl)c(S(=O)(=O)N2CCCCC2)c1
56 | 6 | CNS(=O)(=O)c1cccc(C(=O)OCC(=O)NC2CCCC(C)C2C)c1 (stereo not drawn)
57 | 2 | Cc1nc(N2CCN(S(=O)(=O)c3cccs3)CC2)c2c(-c3ccccc3)c(C)sc2n1
58 | 2 | C[C@]12CC[C@H](O)CC1=C[C@H](O)C1C2CC[C@@]2(C)C1CC[C@@]2(O)C#Cc1ccc(CN)cc1 (stereo partly drawn)
59 | -1 | O=C(Cc1ccc([N+](=O)[O-])cc1)NCCS(=O)(=O)N1CCN(c2ccccc2)CC1
60 | 0 | Cc1cccc(NC(=O)c2ccccc2C(=O)Nc2cccc(C)c2)c1
61 | -9 | COc1ccc(NC(=O)COC(=O)c2ccc(S(=O)(=O)N(C)c3ccccc3OC)cc2)cc1
62 | -11 | CCn1c(C)nc2cc(C(=O)NN=Cc3ccc([N+](=O)[O-])cc3)ccc21
63 | -6 | Cc1cc(=O)n2c(nc3ccccc32)s1
64 | -1 | Cc1ccc(NC(=O)CN2CCN(S(=O)(=O)c3ccc4c(c3)OCCO4)CC2)c(C)c1
65 | ? | CCCCC(=O)NC(c1ccc(Cl)cc1)c1ccc2cccnc2c1O (stereo not drawn)
66 | -19 | CC1CCCC(NC(=O)COC(=O)Cc2ccc(Cl)cc2)C1C (stereo not drawn)
67 | 4 | O=C(CC1SC(N2CCCCC2)=NC1=O)Nc1cccc(C(=O)NCc2ccccc2)c1 (stereo not drawn)
68 | -3 | COc1ccccc1N1CCN(C(=O)c2cccc(S(=O)(=O)N3c4ccccc4CC3C)c2)CC1 (stereo not drawn)
69 | 2 | COc1ccccc1N1CCN(CCN2C(=O)CC(=C3c4ccccc4-c4ccccc43)C2=O)CC1
70 | -10 | CCc1nc(-n2[nH]c(=O)c3ccccc3c2=O)c2c3c(sc2n1)CCCC3
71 | -13 | O=C(COC(=O)c1c(F)cccc1Cl)NCC1CCCCC1
72 | 3 | CC(=O)c1ccc(S(=O)(=O)N2CCN(c3ccnc4cc(Cl)ccc34)CC2)cc1
73 | 3 | O=C(O)c1cocc1C(=O)O
74 | 7 | COc1ccccc1C(=O)NCC(=O)NNC(=O)c1cccs1
75 | -1 | Cc1cc(C)n2nc(C(=O)NCc3ccco3)nc2n1
76 | -14 | O=C(/C=C/c1ccc([N+](=O)[O-])cc1)c1ccccc(=O)c1O
77 | -1 | Cc1cccc(NC(=O)c2nc[nH]c2C(=O)N[C@H](C)CO)c1
78 | -13 | COc1cc2c(cc1NC(=O)C(F)(F)F)-c1ccc(NC(=O)C(F)(F)F)cc1C2
79 | -20 | CCOC(=O)[C@H](CCc1ccccc1)N[C@@H](C)C(=O)N1Cc2cc(OC)c(OC)cc2C[C@H]1C(=O)O
80 | 3 | O=C1NC(=S)NC1=Cc1ccco1
81 | -13 | C[C@@H]1CN([C@H](C)CO)C(=O)CCCn2nncc2CO[C@H]1CN(C)C(=O)Nc1ccc(N2CCCCC2)cc1
82 | -5 | COc1ccc(NC(=O)N(C)C[C@H]2OCCCC[C@H](C)Oc3ccc(NC(=O)Nc4ccc5c(c4)OCO5)cc3C(=O)N([C@@H](C)CO)C[C@@H]2C)cc1
83 | -1 | CC(NC(=O)c1cc2ccccc2o1)C(=O)O (stereo not drawn)
84 | -6 | Nc1cc(C(=O)OCC(=O)Nc2cccc(S(=O)(=O)N3CCOCC3)c2)ccc1Cl
85 | 5 | CC12C=CC(=O)C=C1C(F)CC1C3CCC(O)(C(=O)CO)C3(C)CC(O)C12F (stereo not drawn)
86 | ? | CCC(=O)OCOc1ccc(/C=C2/CCC(CN(C)C)C2=O)cc1 (stereo not drawn)
87 | 14 | Cc1noc(C)c1NC(=O)N(C)C[C@@H]1Oc2ncc(Br)cc2C(=O)N([C@H](C)CO)C[C@@H]1C
88 | -2 | CCN(CC(=O)Nc1c(F)cccc1F)C(=O)C1CCN(S(=O)(=O)c2ccccc2C(=O)OC)CC1
89 | 4 | CCOC(=O)C1(Cc2ccccc2)CCCN(C(=O)COc2ccccc2OC)C1 (stereo not drawn)
90 | -7 | CC(C)c1ccc(C(=O)COC(=O)C(O)c2ccccc2)cc1 (stereo not drawn)
91 | 4 | COC1CC(NC(C)=O)C(OC(=O)c2ccccc2)C(CBr)O1 (stereo not drawn)
92 | -5 | CN1CCN(c2c([N+](=O)[O-])cnc3ccccc23)CC1
93 | 13 | CN(C(=O)CSc1nc2ccccc2c(=O)n1-c1ccccc1F)C1CCS(=O)(=O)C1 (stereo not drawn)
94 | -4 | COc1ccc(N2CC(C)(C)[C@H](CC(=O)Nc3ccc(Br)cc3)C2=O)cc1
95 | 1 | Cc1nc(N/C(N)=N/S(=O)(=O)c2ccccc2)nc2ccccc12
96 | -8 | O=C(COc1ccc(F)cc1Br)NCC1COc2ccccc2O1 (stereo not drawn)
97 | 4 | O=C(NCc1ccco1)c1c(Cl)cccc1Cl
98 | -23 | CCN(C(=O)COC(=O)c1ccc2c(c1)OCO2)c1ccccc1
99 | 21 | O=C(O)c1cnc(-c2ccccc2)nc1Sc1ccc(Cl)cc1Cl
100 | -2 | NC(=O)c1ccsc1NC(=O)COC(=O)CCc1ccccc1

Reformatted: entries from further up
82	COc1ccc(NC(=O)N(C)C[C@H]2OCCCC[C@H](C)Oc3ccc(NC(=O)Nc4ccc5c(c4)OCO5)cc3C(=O)N([C@@H](C)CO)C[C@@H]2C)cc1
  RXFP1 antagonist = -5
83	CC(NC(=O)c1cc2ccccc2o1)C(=O)O (stereo not drawn)
  RXFP1 antagonist = -1
84	Nc1cc(C(=O)OCC(=O)Nc2cccc(S(=O)(=O)N3CCOCC3)c2)ccc1Cl
  RXFP1 antagonist = -6
85	CC12C=CC(=O)C=C1C(F)CC1C3CCC(O)(C(=O)CO)C3(C)CC(O)C12F (stereo not drawn)
  RXFP1 antagonist = 5

Fetched by structure from above:
cpd | RXFP1 antagonist | SMILES
98 | -23 | CCN(C(=O)COC(=O)c1ccc2c(c1)OCO2)c1ccccc1
82 | -5 | COc1ccc(NC(=O)N(C)C[C@H]2OCCCC[C@H](C)Oc3ccc(NC(=O)Nc4ccc5c(c4)OCO5)cc3C(=O)N([C@@H](C)CO)C[C@@H]2C)cc1
91 | 4 | COC1CC(NC(C)=O)C(OC(=O)c2ccccc2)C(CBr)O1 (stereo not drawn)
84 | -6 | Nc1cc(C(=O)OCC(=O)Nc2cccc(S(=O)(=O)N3CCOCC3)c2)ccc1Cl
78 | -13 | COc1cc2c(cc1NC(=O)C(F)(F)F)-c1ccc(NC(=O)C(F)(F)F)cc1C2
94 | -4 | COc1ccc(N2CC(C)(C)[C@H](CC(=O)Nc3ccc(Br)cc3)C2=O)cc1

Remaining list, next part.
cpd | RXFP1 antagonist | SMILES
101 | 12 | Fc1ccc(NC(=S)SCc2ccc3c(c2)OCO3)cc1F
102 | 4 | CCC(C)n1c(SCC(=O)NC2CC2)nc2ccccc2c1=O (stereo not drawn)
103 | -3 | O=C(O)c1cccc2c1Oc1ccccc1S2(=O)=O
104 | 10 | CC(C)C(=O)Nc1cccc(C2CN3CCSC3=N2)c1 (stereo not drawn)
105 | -7 | COc1cccc(C=NNc2nnc(NN=Cc3cccc(OC)c3OC)c3ccccc23)c1OC
106 | -3 | CC(=O)C1(O)C(C)CC2C3CC=C4CC(O)CCC4(C)C3CCC21C (stereo not drawn)
107 | -11 | COc1cc2c(cc1OC)[C@@H]1CC(=O)[C@@H](CC(C)C)CN1CC2
108 | -3 | COc1ccc(C)cc1S(=O)(=O)NCc1ccccn1
109 | 0 | O=C(C[C@H]1C[C@@H]2c3cc(NC(=O)c4cccnc4)ccc3O[C@@H]2[C@H](CO)O1)NCc1ccncc1

Screening data (PubChem BioAssay)

Only part of the results is shown (hit frequency here may not be typical).
